# IkB sig inh: inhibitors of IkB signaling in ABC-DLBCL cells. actives 0.04% (n = 110,000). ABC-DLBCL IkBa-CBG/CBR dual luciferase ratio, 4 h; response scale: scaled: untreated 0%, proteasome inhibitor 100%. Potency, µM (titrated, usually from 57.1 µM), inactives show at the top dose IkBa stabilization activation; active = well fitted curve in the direction sought with a large enough effect in the signal ratio, not every such curve was filed as active; inconclusive = small, poorly fitted or top-dose-only effect, or a change in a side signal; the % refers to the signal ratio;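 also: the direction sought is a rising ratio; 0% = basal untreated cells and 100% = reference inhibitor full response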
#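 Curves were fitted separately to fusion (green), unfused (red) and ratio luminescence, then classed by r2, magnitude and activity. Cells: OCI-Ly3, 4 h compound plus doxycycline at 37C; 10 uM MG-132 defined full response.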
# p53ts 39C kill: kills p53ts cells at the nonpermissive temperature; H1299-p53A138V viability at 39C, ATP luminescence, 24 h; Potency, µM (titrated, usually from 46.1 µM), without a hit: top-dose activity change, negative = cell killing, actives largely listed as cytotoxic; actives 1.5% (n = 130,000); AID 902; also: nearly all actives have a fitted effect of over 55% in size
# Peg3 imprint: genomic imprint erasure induction; mouse ES Peg3-LacZ reporter, beta-gal luminescence, 40 h; Potency, µM (titrated, usually from 60.7 µM), without a hit: top-dose activity change, positive = activation, most hits filed as activators; actives 0.02% (n = 110,000);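 also: 0% = negative control wells on the plate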
#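 Gelatin-coated wells received 300 freshly trypsinized female ES cells with a Peg3LacZ-Neo reporter on the maternal allele, then incubated 40 hours at 37C. BetaGlo was added for 5 minutes at room temperature before a single luminescence read.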
# p53ts 32C tox: cytotoxicity in p53ts cells at permissive temperature; AID 924; actives 0.93% (n = 130,000); H1299-p53A138V at 32C, ATP luminescence viability, 24 h; Potency, µM (doses to about 46.1 µM), without a hit: at the top dose activity change, negative = cytotoxicity, most hits filed as cytotoxic;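 also: 0% = DMSO and -100% = full killing by reference compound; nearly all actives have a fitted effect of over 55% in size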
#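 Cells: H1299 p53ts (A138V), 600/well, pre-incubated 16–30 h at 37C. Cpd up to 46 uM, 24 h, 32C. Readout: ATPlite luminescence, 20 min RT. Normalization: DMSO vs tamoxifen 100 uM. AC50 by Hill equation.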
# * marks the source's active call; other numbers are inactive results; ? = inconclusive; · = not tested or not shown; [ ] = dose if it differs, or a comment. Unless noted, calls follow the shape of the dose curve; as a rule, active = well fitted curve in the direction sought with a large enough effect; inconclusive = small, poorly fitted or top-dose-only effect, or another doubt; inactive = no such curve, though single readings can be large; an effect the other way counts as inactive or inconclusive. Unless noted, % is scaled to controls: 0 for no effect and ±100 for the full control effect; potency is read from the fitted curve at half-maximal effect.
# Each structure is followed by: IkB sig inh	p53ts 39C kill	Peg3 imprint	p53ts 32C tox
> COc1ccc(OC)c(NC(=O)CSc2nc(=O)n(CCN(C)C)c3c2CCC3)c1
    ?	0%	7%[10.9 µM]	-5%
> O=C(Nc1cccc(C(F)(F)F)c1)c1noc2c1CCc1ccccc1-2
    ?	-16%	-3%[10.9 µM]	-1%
> COc1cc(NC(=O)COCc2cc(-c3ccc(F)cc3)on2)cc(OC)c1OC
    ?	-12%	-12%[10.9 µM]	-6%
> Cc1ccc(-c2nc(C#N)c(NCCc3ccccn3)o2)cc1
    -3.9%	-10%	-16%	6%
> c1ccc(CCc2nn3c(C4COc5ccccc5O4)nnc3s2)cc1 (stereo not drawn)
    2.0%	-5%	-21%	3%
> COCCCn1c(SCc2nnc(-c3ccc(OC)c(OC)c3)o2)nnc1-c1ccncc1
    ·	2%	·	4%
> NS(=O)(=O)c1ccc(CCNC(=O)CNC(=O)C2CCCCC2)cc1
    -0.7%	-3%	-6%	-11%
> Cn1c(SCC(=O)N2CCCc3ccccc32)nnc1-c1ccco1
    -0.3%	8%	-4%	4%
> CC(C)n1c(NCc2nc3ccccc3n2C)nc2ccccc21
    0.4%	1%	-5%	5%
> CC(=O)Nc1ccc(Nc2ncnc3sc4c(c23)CCCC4)cc1
    -1.1%	-26%	12%[10.9 µM]	8%
> Cc1cccc(-c2noc(-c3ccc(NCc4ccccc4)c([N+](=O)[O-])c3)n2)c1
    -1.8%	-1%	-15%[10.9 µM]	4%
> COc1ccc(-c2cc(C(F)(F)F)nc(SCCC(=O)Nc3cccc(O)c3)n2)cc1
    ?	?	-7%[10.9 µM]	?
> O=C(Nc1nncs1)Oc1ccccc1
    2.5%	4%	-11%	-7%
> CCOC(=O)c1c(C)[nH]c(C(=O)COC(=O)c2ccncc2)c1C
    -3.7%	-5%	-14%	8%
> CN(C)C(=O)Nc1ccc(Cl)c(Cl)c1
    ·	-1%	-14%	-6%
> Nn1c(Nc2ccccc2)nc2ccccc21
    0.6%	?	-80%[inhibitor]	?
> COc1ccc(N(C)C(=O)CCS(=O)(=O)c2cccc3nonc23)cc1
    -2.1%	2%	-18%	-12%
> Cc1ccc(/C=C(\C#N)c2nc(-c3cc4c(ccc5ccccc54)oc3=O)cs2)cc1
    6.2%	23%	-5%[10.9 µM]	8%
> CC1CCN(C(=O)C2CCC(CNS(=O)(=O)c3cccc4cccnc34)CC2)CC1 (stereo not drawn)
    -1.1%	-1%	-12%	4%
> CC(=O)c1cccc(NS(=O)(=O)N2CCCCC2)c1
    2.0%	2%	-2%	1%
> Cc1nc2cnc(Oc3ccccc3)nc2n(C)c1=O
    -0.6%[11.4 µM]	-9%	?	5%
> O=C(Oc1ccccc1C(=O)N1CCOCC1)c1ccccc1
    2.7%	4%	1%	-8%
> CCOc1ccccc1N(CC)C(=O)c1cc2c(=O)[nH]c3ccc(C)cc3c2s1
    -0.5%	?	-7%[10.9 µM]	10%
> COc1ccccc1-c1nc2c(c(SCc3ccc(F)cc3Cl)n1)Cc1c(CO)cnc(C)c1O2
    1.2%	-1%	-16%[10.9 µM]	0%
> CCN1C(=O)/C(=C2/Sc3ccccc3N2CCCS(=O)(=O)O)SC1=S
    4.6%	8%	-12%	-1%
> Cc1csc2nc3ccccc3c(=O)n12
    9.4%	-4%	-2%	8%
> CCN(CC)C(C)CN1c2ccccc2Sc2ccccc21 (stereo not drawn)
    ·	25µM*	-28%	-19%
> CN=c1scc(C)n1/N=C/c1ccc(O)cc1
    -0.3%	?	-48%[inhibitor]	7.9µM*
> CC(C)C(c1nnnn1Cc1ccco1)N1CCN(C2CCCC2)CC1 (stereo not drawn)
    3.0%	3%	-13%	0%
> CN1CCN(c2ncncc2-c2ccc(N(C)C)cc2)CC1
    1.0%[11.4 µM]	-7%	-1%	-2%
> COc1cccc(-n2c(=O)c3c(C)c(C(=O)N(C)C)sc3n(CC(=O)Nc3ccc(C)cc3Cl)c2=O)c1
    -0.8%	-11%	?	11%
> CCC(CC)NC(=O)c1n[nH]c(=O)c2ccccc12
    0.1%	7%	0%	11%
> CC(=O)c1ccc(NC(=O)c2cc(C3CC3)nc3c2c(C)nn3-c2ccc(C)cc2)cc1
    -1.3%	-8%	13%[10.9 µM]	1%
> Cc1ccc(C(C)C)c(OCCn2cc(C(=O)c3ccco3)c3ccccc32)c1
    ?	-8%	-18%[10.9 µM]	18%
> Cc1cc(Cl)ccc1OCCCC(=O)NC1CCN(C)CC1
    -2.5%	0%	-17%	-7%
> C=Cc1ccc(CSc2nc(-c3ccc(Cl)cc3)nc3c2Cc2c(CO)cnc(C)c2O3)cc1
    -1.7%	-5%	-13%[10.9 µM]	10%
> O=S1(=O)NC(=NCc2ccccc2)c2ccccc21
    0.4%	13%	7%	0%
> Cc1ccc(-c2nnc(Nc3ccccc3)c3ccccc23)cc1S(=O)(=O)N1CCOCC1
    7.3%	22%	-10%[10.9 µM]	-3%
> CCCn1c(=O)[nH]c(=O)c2[nH]cnc21
    -0.1%	15%	?	9%
> O=C(CSc1nnc(-c2ccccc2Cl)o1)Nc1ccc2c(c1)OCCO2
    ·	-8%	·	-19%
> COc1ccc(OCC2c3cc(OC)c(OC)cc3CCN2C(=O)c2ccc(F)cc2)cc1 (stereo not drawn)
    ?	?	12%[10.9 µM]	16%
> COc1ccc(CNc2ccc3cn[nH]c3c2)c(OC)c1OC
    6.3%	-4%	-14%	-7%
> O=C(CN1CCN(Cc2ccccc2)CC1)c1c[nH]c2ccccc12
    8.2%	6%	-24%	-7%
> Cc1ccc(NC(=O)CSc2nc(-c3ccco3)nc3cc(=O)[nH]n23)cc1C
    ?	-15%	-2%[10.9 µM]	-1%
> c1c2c(cc3sc(N4CCCCC4)nc13)OCO2
    ?	10µM*	2%	6.3µM*
> COc1ccc(-n2c(SCC(=O)NCc3ccccc3)nc3n[nH]c(C)c3c2=N)cc1
    -0.6%	-13%	-9%[10.9 µM]	14%
> COc1ccccc1NC(=O)COc1ccc(C(=O)OCC(=O)N2CCCC2=O)cc1OC
    1.0%	8%	5%	8%
> O=C1c2ccccc2C(Nc2ccc(F)c(Cl)c2)N1c1ccccn1 (stereo not drawn)
    ?	-14%	-18%	-6%
> CC(C(=O)NCC1CCCO1)N(C(=O)c1snc(C(N)=O)c1N)c1cccc(F)c1 (stereo not drawn)
    1.1%	6%	·	2%
> Cc1cc2sc(C(=O)O)c(C)c2s1
    ·	5%	·	-4%
> COc1ccc(/C=N/n2cc(-c3ccccc3)nc2N)cc1
    ?	-4%	-38%[inhibitor]	5%
> CC1Cc2nc(SCC(=O)NCc3ccco3)n(-c3ccccc3)c(=O)c2S1 (stereo not drawn)
    3.4%	13%	-17%	-6%
> NC(Cc1cc(I)c(Oc2ccc(O)c(I)c2)c(I)c1)C(=O)O (stereo not drawn)
    ·	-4%	-10%	7%
> C(#CCN1CCOCC1)COC(c1ccccc1)c1ccccc1
    ·	12%	·	-9%
> COc1ccc(N2CCN(C3C(=O)c4ccccc4N3C(C)=O)CC2)cc1 (stereo not drawn)
    -0.8%	-14%	-11%[10.9 µM]	6%
> Cc1cccc(CSc2ncc(CO)n2Cc2ccc(F)cc2)c1
    ?	-7%	6%[10.9 µM]	5%
> Cc1c(C(N)=O)cc([N+](=O)[O-])cc1[N+](=O)[O-]
    ·	3%	-4%	-3%
> CCN(CC)CCNC(=O)c1ccc(CSc2nc3ccncc3n2Cc2cccc(F)c2)cc1
    0.5%	11%	-7%[10.9 µM]	5%
> COc1ccc(-n2c(SCC(=O)Nc3cc(C)on3)nc3c(c2=O)SCC3)cc1
    -3.6%	22%	-15%	7%
> O=C(Nc1ccccc1C(=O)OCc1nnc(-c2ccccc2)o1)c1ccco1
    0.9%	0%	-13%	-1%

# 4 entries from above, tab-delimited:
smiles	IkB sig inh	p53ts 39C kill	Peg3 imprint	p53ts 32C tox
Cc1cc2sc(C(=O)O)c(C)c2s1	·	5%	·	-4%
O=C(Nc1ccccc1C(=O)OCc1nnc(-c2ccccc2)o1)c1ccco1	0.9%	0%	-13%	-1%
Cc1cccc(CSc2ncc(CO)n2Cc2ccc(F)cc2)c1	?	-7%	6%[10.9 µM]	5%
Cc1c(C(N)=O)cc([N+](=O)[O-])cc1[N+](=O)[O-]	·	3%	-4%	-3%

# Other results:
# Each structure is followed by: IkB sig inh	p53ts 39C kill	Peg3 imprint	p53ts 32C tox
> CCOCCCNc1ccc(-c2ccccc2)nn1
    3.0%	?	-77%[inhibitor]	?
> Cc1ccccc1NC(=O)C1CCC(C)(C(=O)O)C1(C)C (stereo not drawn)
    -1.6%	5%	-8%	2%
> CC(=O)Nc1nonc1NC(=O)CSC1=NCCS1
    -1.8%	10%	-7%	0%
> Cc1ccccc1Cn1c(SCc2ccc(C(=O)N3CCCCC3)cc2)nc2ccncc21
    ?	2%	-8%[10.9 µM]	-8%
> CN1CCN(c2nc3c(c(=O)[nH]c(=O)n3C)n2CCOc2ccccc2)CC1
    -3.8%	?	16%	-20%
> COc1ccc(NC(=O)CN2C(=O)C(=O)c3ccccc32)c(OC)c1
    12%	-30%	-13%[10.9 µM]	-1%
> CC(=O)N1CCc2c(sc3c2c(=O)n(-c2ccccc2)c(=O)n3CC(=O)c2ccc(Cl)cc2)C1
    ?	7%	-11%[10.9 µM]	5%
> CC1=C(C(=O)Nc2cc(Cl)ccc2C)C(c2cccs2)n2ncnc2N1 (stereo not drawn)
    ?	19%	-12%[10.9 µM]	-2%
> CCOC(=O)N1CCN(C(=O)C2CCCN(Cc3nc(-c4ccc(Cl)cc4)oc3C)C2)CC1 (stereo not drawn)
    3.4%	-5%	-15%	-2%
> COc1cccc(N2CCN(C3OC(=O)c4ccccc43)CC2)c1 (stereo not drawn)
    -1.1%	21%	-28%	3%
> COCCn1c(-c2ccc(OC)c(OC)c2)nc2ccccc21
    1.6%	-4%	-16%	-11%
> CC(C)c1nnc(NC(=O)c2cnccn2)s1
    0.8%	2%	·	-6%
> Cc1ccc(S(=O)(=O)c2c(N)n(NC(=O)c3ccco3)c3nc4ccccc4nc23)cc1
    5.4%	2%	-7%	2%
> CCOc1ccc(S(=O)(=O)Nc2nc3ccccc3nc2N2CCN(C)CC2)cc1
    3.5%	?	-2%	-9%
> COc1cc(NC(=O)Cn2c(=O)n(Cc3ccco3)c(=O)c3sc4ccccc4c32)cc(OC)c1
    ?	-17%	-2%[10.9 µM]	-12%
> CC(=O)Nc1ccc(C(=O)CSc2ncn(-c3ccccc3)n2)cc1
    2.0%	11%	-7%	-6%
> Cc1nc2nc(C)c(CCC(=O)NCCCN3CCN(c4cccc(Cl)c4)CC3)c(C)n2n1
    0.2%	4%	-32%[inhibitor]	15%
> CN1CCN(C2=Cc3ccccc3Oc3ccc(Cl)cc32)CC1
    0.7%	?	0%	-2%
> Cc1cccc(NC(=O)CSc2nc(-c3ccccc3Cl)nc3c2Cc2c(CO)cnc(C)c2O3)c1C
    -0.3%	-8%	-8%[10.9 µM]	-2%
> C=CCCC/C=C(/C)C(OCc1ccc(OC)cc1)C(CC/C=C(\C)C(N)=O)OC (stereo not drawn)
    ·	13%[9.22 µM]	·	-3%[9.22 µM]
> O=c1c2cc(N3CCOCC3)ccc2[nH]c(=S)n1Cc1ccccn1
    3.0%	11%	-10%	-2%
> CCOC(=O)C(NC(=O)Nc1ccccc1)(OCC)C(F)(F)F (stereo not drawn)
    1.3%	14%	-11%	-1%
> COC(=O)CC1Nc2ccccc2SC1=O (stereo not drawn)
    1.2%	-3%	-4%	4%
> Nc1ncc(-c2ccccc2)n1CC1CCCO1 (stereo not drawn)
    -2.3%	-5%	-28%	-2%
> CCN(CC)S(=O)(=O)c1ccc(C(=O)OC2CCCCC2CN(C)C)cc1 (stereo not drawn)
    0.7%	6%	-6%	-2%

# Ordered by value in Peg3 imprint (ascending): 3 from the list above
Compound,IkB sig inh,Peg3 imprint
Nc1ncc(-c2ccccc2)n1CC1CCCO1 (stereo not drawn),-2.3%,-28%
O=c1c2cc(N3CCOCC3)ccc2[nH]c(=S)n1Cc1ccccn1,3.0%,-10%
CN1CCN(C2=Cc3ccccc3Oc3ccc(Cl)cc32)CC1,0.7%,0%

# From PubChem BioAssay
